D1 ag: activates the human D1 dopamine receptor; activation, % at 2 µM; 360,000 tested, 1% active; HEK293 T-REx D1 cells, calcium flux, agonist mode; P21728; AID 504660; in the data active = activation above about 30%; note: 0% is about no effect
Target sequence (P21728 whole entry, looked up): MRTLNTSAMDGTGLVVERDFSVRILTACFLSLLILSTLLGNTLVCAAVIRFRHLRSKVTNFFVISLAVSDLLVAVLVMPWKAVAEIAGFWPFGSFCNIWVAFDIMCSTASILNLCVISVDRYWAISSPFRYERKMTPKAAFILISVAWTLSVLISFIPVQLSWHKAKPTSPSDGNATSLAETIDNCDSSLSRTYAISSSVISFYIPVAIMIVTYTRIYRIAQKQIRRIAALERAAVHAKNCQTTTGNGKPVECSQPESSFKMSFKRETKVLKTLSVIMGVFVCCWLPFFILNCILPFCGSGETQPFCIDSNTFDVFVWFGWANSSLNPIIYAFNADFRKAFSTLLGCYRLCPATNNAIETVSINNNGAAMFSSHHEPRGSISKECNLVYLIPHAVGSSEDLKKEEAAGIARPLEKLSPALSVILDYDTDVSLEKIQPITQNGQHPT
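Tetracycline-induced HEK293 TREx D1 cells, force-coupled to calcium signalling, were dye-loaded with a no-wash calcium kit. Compound was pin-added after a 10 s baseline. Fluorescence was read kinetically at 1 cycle/s for 180 s, with calcium rises flagged as agonism.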
D2 PAM: positively modulates the human D2 dopamine receptor allosterically; P14416; HEK293 T-REx D2, calcium flux, EC20 dopamine potentiation; potentiation, % at 10 µM; 340,000 tested, 0.34% active; AID 485347;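 active = potentiation over 3 SD above the plate norm, cut at about 30% in these data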; note: 0% is about no effect
Target sequence (P14416 whole entry, looked up): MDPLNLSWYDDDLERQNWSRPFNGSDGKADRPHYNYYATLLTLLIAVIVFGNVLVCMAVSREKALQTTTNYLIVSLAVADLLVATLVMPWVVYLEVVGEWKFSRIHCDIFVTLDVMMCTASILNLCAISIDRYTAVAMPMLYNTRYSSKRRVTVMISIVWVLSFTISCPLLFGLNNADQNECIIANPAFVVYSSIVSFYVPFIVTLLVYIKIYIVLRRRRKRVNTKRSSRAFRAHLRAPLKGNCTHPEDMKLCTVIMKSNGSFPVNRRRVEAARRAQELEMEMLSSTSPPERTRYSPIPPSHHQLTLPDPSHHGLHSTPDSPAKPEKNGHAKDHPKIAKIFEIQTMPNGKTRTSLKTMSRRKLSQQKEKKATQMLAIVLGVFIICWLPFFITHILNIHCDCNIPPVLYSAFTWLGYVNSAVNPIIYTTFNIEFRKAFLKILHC
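Using a no-wash calcium dye in inducible, force-coupled HEK293 Trex cells expressing D2, we tracked fluorescence each second for 180 s after compound, then for 180 s after EC20 dopamine to detect augmented signalling.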
RXFP1 agonist: activates the human relaxin receptor RXFP1. Q9HBX9. HEK293T-RXFP1 cAMP TR-FRET, 30 min; response scale: percent of porcine relaxin response, buffer zero. Potency, µM (highest dose often 57.5 µM), without a hit: at the highest dose activation, most hits filed as activators. 370,000 tested, 0.3% active. AID 2676; note: potency is the fitted concentration of half-maximal effect; % is set by controls: 0 for no effect and ±100 for the full control effect; nearly all actives have a fitted effect of over 60% in size; many of its hits are not listed in these tables
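HEK293T cells stably expressing RXFP1 were pretreated with the PDE4 inhibitor Ro 20174, exposed to compounds for 30 min at 37C, lysed, and cAMP was read by TR-FRET. Data normalized to buffer (basal) and 29 nM porcine relaxin (100%).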
D1 potentiator: human D1 dopamine receptor positive modulation. HEK293 TREx D1 cells, calcium flux, dopamine EC20 potentiation. potentiation, % at 10 µM. 360,000 tested, 0.036% active; in the data active = potentiation above about 30%; note: 0% is about no effect
D1 antagonist: antagonists of human D1 dopamine receptor | P21728 | HEK293 TREx D1 cells, calcium flux, dopamine EC80; active compounds read low | activity change, negative = inhibition, % at 10 µM | 360,000 tested, 3.2% active | AID 504652; in the data active = activity change below about -30%; note: % is set by controls: 0 for no effect and ±100 for the full control effect
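Cells carrying a force-coupled, tetracycline-inducible human D1 receptor report calcium flux. Each well gets a 10 s baseline, compound with 180 s monitoring, then an EC80 dopamine stimulus with a second 180 s kinetic read.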
Glioma ERSR ind: ER stress response induction in glioma | Potency, µM, inactives show top-dose activation, actives largely listed as activators | U87-MG GRP78 promoter luciferase reporter, 16 h | AID 602332 | 420,000 tested, 0.02% active; note: potency is the fitted concentration of half-maximal effect; series mostly up to about 76 µM; % of control where 0% means no effect; nearly all actives have a fitted effect of over 35% in size
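ERSR induction read as luciferase luminescence (Bright-Glo, 10 min at room temperature) in stably transfected human U87-MG glioma cells exposed to compounds for 16 h, using GRP78 as sensor.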
Vif-A3G inh: blocks the Vif interaction with human APOBEC3G; Q9HC16; HeLa A3G-eYFP + Vif (tagged APOBEC3G with the HIV-1 protein that degrades it), YFP fluorescence, overnight; Potency, µM (doses to about 46.1 µM), for the others: at the highest dose activity, negative = active, hits mostly inhibitors; 410,000 tested, 0.076% active;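 note: potency is the fitted concentration of half-maximal effect; % is set by controls: 0 for no effect and ±100 for the full control effect; nearly all actives have a fitted effect of over 60% in size; hits raise eYFP signal because A3G escapes Vif-driven loss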
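Read-out is eYFP fluorescence (Ex 488/Em 500-530) from Vif-expressing HeLa A3G-eYFP cells; more signal means A3G escaped Vif-mediated degradation. Cells plated overnight, compound pinned in, incubated overnight at 37 deg C.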
Vif-APOBEC3F blk: inhibitors of Vif-A3F interaction; HeLa A3F-eYFP + Vif (tagged APOBEC3F with the HIV-1 protein that degrades it), YFP fluorescence increase; Potency, µM (highest dose often 46.1 µM), without a hit: at the highest dose activity, negative = active; 390,000 tested, 0.2% active; note: potency is the fitted concentration of half-maximal effect; % of control where 0% means no effect; nearly all actives have a fitted effect of over 65% in size
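HeLa cells stably expressing Vif plus C-terminally eYFP-tagged A3F were seeded, incubated overnight at 37 deg C, dosed with compound, incubated overnight again at 37 deg C. Yellow fluorescence (Ex 488/Em 500-530) reported blocked Vif-mediated A3F-eYFP degradation.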
LDHA inh: LDHA (human) enzyme inhibition | activity change, % (values are at about 110 or 230 µM) | purified LDHA, NADH/diaphorase-resazurin fluorescence; active compounds read low | P00338 | 480,000 tested, 0.15% active; in the data active = activity change below about -30%; inconclusive = mostly about -25% to -30%;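 note: plate controls were DMSO wells for no effect and wells without enzyme for full effect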
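Resorufin fluorescence (ex540/em590), read at 0 and 20 min after diaphorase/resazurin addition, reports the NADH left after a 5 min room-temperature reaction of 2 nM human LDH5 with 0.06 mM NADH and 0.2 mM pyruvate.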
* = called active by the depositor; u = inconclusive; x = no result given; & = joins results of further samples. Unless noted, calls come from the whole dose curve; as a rule, active = well fitted curve in the direction sought with a large enough effect; inconclusive = small, poorly fitted or top-dose-only effect, or another doubt; inactive = no such curve, though single readings can be large; an effect the other way counts as inactive or inconclusive.

SMILES | D1 ag | D2 PAM | RXFP1 agonist | D1 potentiator | D1 antagonist | Glioma ERSR ind | Vif-A3G inh | Vif-APOBEC3F blk | LDHA inh
CCOC(=O)c1nnn(-c2nonc2-c2ccccc2)c1C | 3 | 3 | 0.4% | -6 | -4 | -4% | -1% | 2% | 0
O=C(CN1C(=O)NC2(CCOc3ccccc32)C1=O)c1ccc(F)cc1 (centres undefined) | 1 | 2 | -1.1% | -7 | 0 | 0% | 2% | -3% | -2
c1ccc(COc2cncc(-c3cccnc3)c2)cc1 | 3 | x | 0.3% | 0 | 18 | 1% | -1% | 3% | -10
S=C(Nc1ccccc1Cl)NC1CC2CCCC(C1)N2C1CC1 (centres undefined) | 4 | 2 | -0.2% | -4 | -54* | -3% | -1% | 2% | -1
O=C(CCc1nnc(CCC2CCCCC2)o1)NCCc1cccnc1 | 0 | 7 | 2.0% | -1 | 12 | -2% | 0% | 2% | -4
COC1CCN(Cc2c(C(=O)N3CCN(C4CCCCC4)CC3)nc3ccccn23)CC1 | 2 | -21 | 0.3% | -8 | 3 | -8% | -8% | 0% | 0
CCn1c(CCCc2ccc(OC)c(C)c2)n[nH]c1=S | 11 | 9 | -2.0% | 10 | -2 | 0% | 0% | -24% | -3
CSCC[C@H](NC(=O)N1CCn2c1nc1ccccc12)C(=O)N[C@@H](C(=O)O)c1ccccc1 | 3 | -5 | 0.4% | 0 | -3 | 4% | 0% | 6% | -6
CCOC(=O)c1cnc(-n2nc(C)cc2C)nc1Nc1ccc(OC)cc1 | 2 | -4 | 1.5% | -2 | -19 | -1% | 1% | 2% | -6
Cc1ccc(-c2cc(C(=O)Nc3ccc(S(=O)(=O)Nc4ncccn4)cc3)[nH]n2)c(O)c1C | 8 | -8 | 0.4% | 2 | -7 | 1% | 0% | 0% | -6
Cc1nc(NC(=O)/C=C/c2ccco2)sc1C | 0 | 1 | 3.8% | 1 | 19 | 4% | u | -22% | 0
O=C(c1ccco1)N1CCN(Cc2cccnc2)CC1 | 0 | -14 | -2.1% | -1 | 5 | -7% | 0% | -13% | u
COc1ccc(NCc2nnc(SCc3ccc(Cl)cc3)n2-c2ccccc2)cc1 | 3 | 8 | -1.0% | -2 | 2 | -1% | -8% | -2% | 11
O=S(=O)(c1ccc2c(c1)OCCO2)N1CCN(S(=O)(=O)c2ccccc2OC(F)(F)F)CC1 | 7 | x | x | -3 | -25 | x | x | x | -6
Cc1cccc(-n2ncc3c(Nc4c(C)n(C)n(-c5ccccc5)c4=O)ncnc32)c1 | 1 | -5 | -2.2% | 4 | 0 | -2% | -1% | -4% | -4
NS(=O)(=O)c1cccc(NC(=O)COC(=O)CCC(=O)c2cccs2)c1 | x | x | x | x | x | -3% | -1% | -12% | -5
Cc1cccc(NC(=O)N2CCN(Cc3ccccc3)CC2)c1 | 0 | -1 | -0.3% | 3 | -8 | 9% | 0% | -11% | -3
CS(=O)(=O)c1ccc(Cl)c(NC(=O)Cc2c(Cl)cccc2Cl)c1 | 2 | 2 | 1.0% | 0 | -11 | -1% | -2% | u | -5
COC(=O)c1cn[nH]c1N | 4 | 1 | -1.5% | -10 | -30* | -2% | 1% | 2% | 3
N#C/C(=C\c1ccc(O)cc1)C(=O)NCc1ccccc1 | 15 | 10 | 7.5% | 0 | -19 | -1% | 2% | 0% | -9

A draw from above in order of length of the SMILES, high to low.
SMILES | D1 ag | D2 PAM | RXFP1 agonist | D1 potentiator | D1 antagonist | Glioma ERSR ind | Vif-A3G inh | Vif-APOBEC3F blk | LDHA inh
CSCC[C@H](NC(=O)N1CCn2c1nc1ccccc12)C(=O)N[C@@H](C(=O)O)c1ccccc1 | 3 | -5 | 0.4% | 0 | -3 | 4% | 0% | 6% | -6
CS(=O)(=O)c1ccc(Cl)c(NC(=O)Cc2c(Cl)cccc2Cl)c1 | 2 | 2 | 1.0% | 0 | -11 | -1% | -2% | u | -5
O=C(c1ccco1)N1CCN(Cc2cccnc2)CC1 | 0 | -14 | -2.1% | -1 | 5 | -7% | 0% | -13% | u
Cc1nc(NC(=O)/C=C/c2ccco2)sc1C | 0 | 1 | 3.8% | 1 | 19 | 4% | u | -22% | 0

The list continues:
SMILES | D1 ag | D2 PAM | RXFP1 agonist | D1 potentiator | D1 antagonist | Glioma ERSR ind | Vif-A3G inh | Vif-APOBEC3F blk | LDHA inh
COc1ccccc1/C=C/C=N/NC(=O)c1ccccn1 | 4 | -2 | 0.1% | -1 | -1 | -4% | 2% | 0% | -15
CN(C)S(=O)(=O)N1CCc2ccccc2C1 | 1 | 18 | -0.3% | 1 | -7 | -2% | 4% | -5% | -7
Cc1csc(NC(=O)C(Cc2ccccc2)n2cccc2)n1 (centres undefined) | 2 | -2 | -0.5% | -4 | -29 | 6% | -16% | 3% | -1
Clc1ccc(-n2ncc3c(NCCCn4ccnc4)ncnc32)cc1 | 5 | x | 0.8% | -5 | -16 | 1% | 1% | 4% | -4
CCOC(=O)c1c(C)oc2nc(C)nc(NCCCN3CCN(c4ccccc4OC)CC3)c12 | 0 | -29 | -0.3% | -4 | -4 | -4% | -2% | -15% | -5
Cc1cc(C(=O)Nc2c(C)n(C)n(-c3ccccc3)c2=O)on1 | 1 | -3 | 1.5% | 3 | 0 | -5% | 4% | 1% | -3
Cn1ncc(C#N)c1NC(=O)c1nn2cccnc2c1Cl | 1 | -2 | 2.5% | -2 | -5 | -4% | 3% | 1% | 0
N=C1/C(=C\c2ccc(OCc3ccccc3)cc2)C(=O)N=C2SC(N3CCCC3)=NN12 | 6 | 2 | 0.7% | -5 | 6 | x | x | x | x
CCOC(=O)c1cc2c(=O)n3ccccc3nc2n(Cc2ccco2)c1=NC(=O)c1ccccc1OCC | 12 | 3 | 28µM* | -2 | -14 | -4% | -4% | -21% | -3
COc1cccc(NC(=O)COC(=O)c2c3c(nc4ccccc24)CCC(C)C3)c1 (centres undefined) | 1 | -4 | 3.5% | -3 | 12 | -5% | -10% | 2% | 4
CCc1nc(N)c(C#N)c(-c2ccccc2OC)c1C | 2 | 14 | -0.4% | 1 | 9 | 4% | -7% | -12% | -4
CCN(CC)CCCNc1nc(-c2ccccc2)nc2ccccc12 | 6 | 3 | 3.3% | -10 | -2 | -3% | 2% | -5% | -3
Cc1cc(C)n(Cc2ccc(Cl)nc2)n1 | 5 | 1 | 2.8% | -2 | 1 | -2% | -4% | u | -12
O=C(CCCNC(=O)/C(=C\c1ccccc1F)NC(=O)c1ccccc1)OCc1ccccc1 | 1 | -10 | 1.1% | -2 | -14 | -3% | -2% | -6% | -9
Cc1ccc2c(C)c(C(=O)Nc3cccnc3)oc2c1 | -2 | 10 | 1.0% | -4 | -14 | 16% | -8% | -2% | -5
O=C(c1ccccc1Cc1ccccc1)N1CCN(S(=O)(=O)c2ccc(F)cc2)CC1 | 0 | 7 | 0.0% | -3 | 1 | -5% | 1% | 8% | -7
Cc1ccc(-n2c3nc(=O)[nH]c(=O)c-3cc3c(Cl)cccc32)cc1 | -2 | -5 | 11% | 0 | 7 | 4% | -24% | -3% | 3
Cc1ccc(S(=O)(=O)N(C)C)cc1NC(=O)CN1C(=O)NC2(CCCCCC2)C1=O | 0 | -6 | 1.9% | 13 | 2 | -5% | 1% | -2% | -7
O=C(NNC(=O)c1ccccc1OCc1ccccc1)c1ccccc1F | 4 | 11 | 0.0% | 2 | 8 | 10% | -9% | -30% | -5
CC(=O)c1ccc(Oc2ncnc3sccc23)c(CN2CCOCC2)c1 | 1 | -2 | 0.1% | 3 | 5 | -3% | 0% | 1% | -2
CCOC(=O)N1CCC(NS(=O)(=O)c2ccc3c(c2)CCN3C(C)=O)CC1 | 2 | 4 | -1.0% | -3 | 16 | -6% | 5% | -4% | 3
Cc1ccc(C)c(N2CCN(C(=O)c3cc(S(=O)(=O)N4CCCC4)c[nH]3)CC2)c1 | 2 | 3 | -0.6% | -6 | -12 | -1% | 0% | -6% | 4
COc1ccc(/C=C(\NC(=O)c2ccc([N+](=O)[O-])cc2)C(=O)N2CCOCC2)cc1 | 2 | -4 | 6.2% | -2 | -4 | 1% | 0% | -12% | -6
O=[N+]([O-])c1ccc(Cl)c2cccnc12 | 4 | 5 | 4.9% | -1 | 2 | -1% | -14% | -7% | 2
CCCc1cc(=O)[nH]c(SCc2ccccc2)n1 | 4 | 1 | 2.4% | 3 | 18 | -3% | 1% | -11% | -18
CCC1CC(/C(C)=N/NC(N)=O)OC1=O (centres undefined) | 3 | x | -0.1% | -4 | -4 | -1% | 4% | -8% | -4
CC(C)(C)C(O)(CC#CCN1CCCC1)c1ccccc1 (centres undefined) | 10 | -7 | 2.0% | -2 | 0 | -4% | 4% | 2% | 1&-9
CCOc1ccc(C2C(C(=O)c3ccc(C)o3)=C(O)C(=O)N2CCN2CCOCC2)cc1OC (centres undefined) | 2 | 12 | 5.0% | -2 | -5 | -2% | 2% | -3% | 23
Cc1ccnc(SC2CC(=O)N(c3ccc([N+](=O)[O-])cc3)C2=O)n1 (centres undefined) | 2 | 0 | 21% | -3 | -16 | -2% | 0% | 4% | -6
COc1cc(C2SCC(=O)N2CCN2CCCCC2)ccc1O (centres undefined) | 2 | -25 | 3.4% | -3 | -8 | -4% | -1% | 10% | -2

Profiles, looked up by structure. Screens in order: D1 ag, D2 PAM, RXFP1 agonist, D1 potentiator, D1 antagonist, Glioma ERSR ind, Vif-A3G inh, Vif-APOBEC3F blk, LDHA inh
`O=[N+]([O-])c1ccc(Cl)c2cccnc12` is listed with 4, 5, 4.9%, -1, 2, -1%, -14%, -7%, 2
`CCC1CC(/C(C)=N/NC(N)=O)OC1=O` (centres undefined) is listed with 3, x, -0.1%, -4, -4, -1%, 4%, -8%, -4

Source: PubChem

An excerpt (hit frequency here may not be typical).
